Growth percent in the NCI-60 one-dose screen (48 h, 10 µM unless noted): 100 = growth as untreated, 0 = no growth, -100 = all killed.
OVCAR-3: OVCAR-3 ovarian cancer. actives 7% (n = 79,000)
A498: A498 renal cancer cells; actives 5.4% (n = 76,000); AID 1794774
CAKI-1: CAKI-1 renal cancer; actives 4.7% (n = 75,000); AID 1794772
ACHN: ACHN renal cancer. actives 4.9% (n = 81,000)
OVCAR-4: OVCAR-4 ovarian cancer cells; AID 1794784; actives 3.7% (n = 80,000)
OVCAR-5: OVCAR-5 ovarian cancer; actives 2.9% (n = 82,000)
RXF 393: RXF 393 renal cancer cells | actives 6.9% (n = 77,000)
OVCAR-8: OVCAR-8 ovarian cancer; actives 4.4% (n = 81,000); AID 1794782
* marks the source's active call; other numbers are inactive results; . = not tested or not shown; & = joins results of further samples; [ ] = dose if it differs, or a comment. Rule for the calls: active = growth percent below 10; inactive = the rest.

SMILES	OVCAR-3	A498	CAKI-1	ACHN	OVCAR-4	OVCAR-5	RXF 393	OVCAR-8
O=C(Nc1cnc(Nc2ccc(N3CCOCC3)nc2)nc1Oc1ccc(C(F)(F)F)cc1)c1ccncc1	85	96	90	99	80	93	93	87
O/N=C\c1cccc2ccccc12	109	92	.	108	105	103	108	107
O=C(CSc1nnc(COc2cnc3ccccc3n2)o1)Nc1ccccc1Cl	112	103	91	101	93	105	126	98
CCn1cc(C(=O)N/N=C/c2ccc(Br)cc2)c(=O)c2cc(F)c(N3CCNC(C)C3)c(F)c21 (stereo not drawn)	53	98	69	89	82	94	61	58
COC(=O)CCC(=O)O	105	103	105	108	114	108	113	102
Cc1nc2nc(C(F)(F)F)[nH]c2nc1C	116	99	98	110	98	115	106	105
N#CCC(=O)NC(=S)Nc1ccc(S(=O)(=O)Nc2ccc(Cl)nn2)cc1	107	90	97	103	100	104	109	103
CCCCCCCCCCCCCCCC(N)c1ccccc1 (stereo not drawn)	-70*	61	9.5*	-50*	-16*	80	-89*	-26*
CCOC(=O)C1=C(C)NC(C)=C(C(=O)OCC)C1c1cc(Br)c(O)c(OC)c1	.	.	30	61	47	67	-27*	25
COc1ccc(CCN2CCCn3c2nc2ccccc2c3=O)cc1	-4.6*	-4.0*	42	40	42	42	-0.1*	29
O=C(Oc1c(Cl)c(Cl)c(Cl)c(Cl)c1Cl)C1CCCN1C(=O)OCc1ccccc1 (stereo not drawn)	79	12	90	17	51	95	92	35
COc1cc(NCCCCCCN)c2ncccc2c1	95	108	.	103	85	115	109	97
CCCCCCCCCCCCCC(=O)Oc1ccc[nH]c1=O	103	95	84	110	102	97	113	95
COC(=O)C1(C)CCc2c(ccc3ccccc23)C1=O (stereo not drawn)	114	94	94	107	100	101	104	102
CC(C)NCCCCCSc1ccnc(N)n1	103	117	88	100	112	99	116	102

Of the compounds above, these have an NH in an aromatic ring:
SMILES	OVCAR-3	A498	CAKI-1	ACHN	OVCAR-4	OVCAR-5	RXF 393	OVCAR-8
Cc1nc2nc(C(F)(F)F)[nH]c2nc1C	116	99	98	110	98	115	106	105
CCCCCCCCCCCCCC(=O)Oc1ccc[nH]c1=O	103	95	84	110	102	97	113	95

(further entries)
SMILES	OVCAR-3	A498	CAKI-1	ACHN	OVCAR-4	OVCAR-5	RXF 393	OVCAR-8
CC1(C)C(N)=Nc2cc(OCCCN3Cc4ccc(OCCc5cn(CC(=O)N6CCC(CCN7CCCC7)CC6)nn5)cc4C3)c(OCC3CC3)cc21	114	104	91	103	95	95	113	92
CC(=O)/C=C/c1cc2cc(C)ccc2[nH]c1=O	88	89	94	99	101	99	96	101
COc1ccc(-c2nnc(COc3ccc(C(=O)/C=C/c4ccccn4)cc3)o2)cc1	110	117	97	103	92	103	104	101
Cc1ccc(-c2nc3ccccn3c2/C=C2/C(=O)Nc3ccc(F)cc32)cc1	102	55	93	92	58	90	65	75
CCC(C(=O)O)c1cccc2ccccc12 (stereo not drawn)	113	76	92	102	102	100	104	101
COc1ccc(/C=N/N2CC(C)OC(C)C2)cc1OC1CCCC1 (stereo not drawn)	97	.	71	95	87	92	95	92
O=C1O[C@H]2CCCC[C@@H]2C12ON=C(c1ccc([N+](=O)[O-])cc1)S2=O (stereo partly drawn)	106	.	.	103	100	96	111	103
O=S(=O)(Oc1ccc(-c2cn3ccsc3n2)cc1)c1ccc(Cl)c(C(F)(F)F)c1	.	102	94	105	106	107	104	103
Cn1c2ccccc2n2cc(-c3ccc([N+](=O)[O-])cc3)nc12	97	120	69	90	104	118	134	82
Cc1csc(N)n1	.	117	85	107	102	111	96	88
O=C1CSC(=S)N1c1ccc(Br)cc1	83	65	68	86	87	100	.	91
COC(=O)c1ccc2c(c1)c1c(C)c3cccnc3c(C)c1n2C	101	107	62	47	77	86	94	66
NC(N)=N/N=C/CO	107	117	99	102	96	104	109	103
CCSc1nnc(-c2ccc3ccccc3c2O)n1-c1ccc(Cl)cc1	57	76	82	41	41	86	82	29
Clc1cccc(-c2cc(Cn3cc(-c4ccncc4)cn3)on2)c1	103	77	91	105	93	98	93	100

Entries of single compounds, looked up by structure. Order of screens: OVCAR-3	A498	CAKI-1	ACHN	OVCAR-4	OVCAR-5	RXF 393	OVCAR-8
`O=C(Oc1c(Cl)c(Cl)c(Cl)c(Cl)c1Cl)C1CCCN1C(=O)OCc1ccccc1` (stereo not drawn) as listed: 79	12	90	17	51	95	92	35
`CCOC(=O)C1=C(C)NC(C)=C(C(=O)OCC)C1c1cc(Br)c(O)c(OC)c1` as listed: .	.	30	61	47	67	-27*	25
`COc1ccc(-c2nnc(COc3ccc(C(=O)/C=C/c4ccccn4)cc3)o2)cc1` as listed: 110	117	97	103	92	103	104	101
`CCC(C(=O)O)c1cccc2ccccc12` (stereo not drawn) as listed: 113	76	92	102	102	100	104	101
`COc1ccc(/C=N/N2CC(C)OC(C)C2)cc1OC1CCCC1` (stereo not drawn) as listed: 97	.	71	95	87	92	95	92

An excerpt from above in order of number of heavy atoms, lowest first.
SMILES	OVCAR-3	A498	CAKI-1	ACHN	OVCAR-4	OVCAR-5	RXF 393	OVCAR-8
COC(=O)CCC(=O)O	105	103	105	108	114	108	113	102
CCCCCCCCCCCCCC(=O)Oc1ccc[nH]c1=O	103	95	84	110	102	97	113	95
COC(=O)c1ccc2c(c1)c1c(C)c3cccnc3c(C)c1n2C	101	107	62	47	77	86	94	66
CCSc1nnc(-c2ccc3ccccc3c2O)n1-c1ccc(Cl)cc1	57	76	82	41	41	86	82	29
CCOC(=O)C1=C(C)NC(C)=C(C(=O)OCC)C1c1cc(Br)c(O)c(OC)c1	.	.	30	61	47	67	-27*	25
O=C(CSc1nnc(COc2cnc3ccccc3n2)o1)Nc1ccccc1Cl	112	103	91	101	93	105	126	98
O=C(Nc1cnc(Nc2ccc(N3CCOCC3)nc2)nc1Oc1ccc(C(F)(F)F)cc1)c1ccncc1	85	96	90	99	80	93	93	87

New compounds follow
SMILES	OVCAR-3	A498	CAKI-1	ACHN	OVCAR-4	OVCAR-5	RXF 393	OVCAR-8
COC1=CC(=O)c2c(O)c3c(c(O)c2C1=O)CC(C)(O)OC3 (stereo not drawn)	-0.5*	68	34	28	-13*	35	11	.
CC1(C)CC(=O)c2c(nn(-c3ccccc3)c2-c2cn(-c3ccccc3)nc2-c2cccnc2)C1	112	101	72	91	96	101	103	93
NS(=O)(=O)c1ccc(NCCC(=NCCO)c2ccccc2)cc1	107	.	89	98	92	98	109	101
CCCCCCCCCCCCCCCCCC1=NCCN1CCOC1=C(Cl)C(=O)c2ccccc2C1=O	23	100	8.8*	30	-5.7*	115	102	75
CNC(=O)c1cccc(N2CCc3c2ccc(NC(=O)Nc2ccccc2)c3F)c1	117	92	85	98	99	102	105	99
CNC(=O)c1[nH]cc(-c2ccccc2)c1-c1ccccc1OC	100	109	87	105	94	98	113	98
CNc1nc2ncn(C)c2c(=O)[nH]1	113	96	84	72	94	87	106	104
N#CCc1ccccc1C(=O)O	123	120	110	106	.	103	105	107
CC(=O)NC1=C(C#N)C(c2ccccc2)c2c(ccc3ccccc23)O1 (stereo not drawn)	86	105	70	90	94	99	87	92
CC1(C)S[C@@H]2[C@H](NC(=O)[C@@H](N)c3ccc(O)cc3)C(=O)N2[C@H]1C(=O)O	102	125	93	97	.	97	105	98
N#Cc1c(-c2ccccc2)nc(SCCC(=O)N2CCOCC2)[nH]c1=O	114	109	94	97	126	107	101	102
CSc1ccc(-c2n[nH]nc2-c2cc3ccccc3s2)cc1	27	47	49	65	76	95	75	59
CC/C(=C(/c1ccc(Cl)cc1)c1ccc(OCCN2CCCCC2)cc1)c1ccccc1	86	90	82	107	79	99	68	86
COC(=O)C(N)CC(C)C (stereo not drawn)	109	105	100	97	111	108	98	101
CCOC(=O)C1=C(C)C(Br)=N/C1=C\c1[nH]c(C)c(C(=O)OCC)c1C	110	96	94	103	94	93	116	96
CN(Cc1ccccc1)c1nc(Cl)c(C2CC(c3ccc(Br)cc3)=Cc3[nH][nH]c(=O)c32)s1 (stereo not drawn)	121	106	91	99	106	102	.	105
CCOC(=O)c1cc(/C(=N\O)c2cc(OC)c(OC)c(OC)c2)n2c(C)cccc12	16	-1.4*	36	37	54	73	34	54
C=C(C)[C@@H]1CC[C@]2(COC(=O)c3ccco3)CC[C@]3(C)[C@H](CC[C@@H]4[C@@]5(C)CCCNC(C)(C)[C@@H]5CC[C@]43C)[C@@H]12	.	92	78	87	98	92	103	94
Nc1ccc(N2CCOCC2)cc1	100	103	.	87	93	92	108	105
CC(=O)Nc1cccc(Cn2c(=O)[nH]c3ccc(Oc4ncccn4)cc3c2=O)c1	105	96	93	94	95	83	112	98
Cc1ccc(OCC(O)CN2CCN(c3ccc(C)cc3)CC2)cc1 (stereo not drawn)	100	84	94	108	91	100	95	108
Cc1ccc(-c2nc(C#N)c(S(=O)(=O)NCCO)o2)cc1	41	108	71	68	87	94	57	65
CCOC(=O)C1=C(C)N=C2SC=C(c3ccccc3)N2[C@H]1c1cn[nH]c1-c1ccc(Cl)cc1	23	69	-15*	41	56	108	61	51
Nc1ncc(-c2ccc3ncnc(Nc4cccc(Cl)c4F)c3c2)cn1	57	-11*	38	25	69	48	.	64
C/C(=N\N=C1\SCC(=O)N1c1cccc(C)c1)c1cc2ccccc2oc1=O	.	.	85	100	101	109	99	100
O=C1OC(c2ccc(-c3ccccc3)cc2)=C/C1=C/c1cccc([N+](=O)[O-])c1	102	97	99	104	88	95	91	100
CC(=O)OC(C(=O)Nc1nncs1)c1ccccc1 (stereo not drawn)	106	.	86	111	108	114	106	99
CN(C)CCCn1c2c(c3cnccc3c1=O)C(=O)c1ccccc1-2	-12*	26	1.0*	-26*	-9.3*	0.1*	-28*	-11*
COc1cc(OC)c2sc(-c3ccc(-n4cncc4-c4ccc(N)cc4)cc3)nc2c1	78	-3.9*	76	80	63	100	81	77
CCn1nc(C(=O)O)c(=O)c2cc3c(cc21)OCO3	105&121	92&120	97&102	99&98	114&116	95&107	125&118	98&107
CC(C)(C)N	103	108	99	103	91	97	104	102
CCc1cc2c(cc1C(=O)C(C)C)C(C)(C)CCC2(C)C	110	96	96	110	107	87	113	108
Cc1ccc(/C=C2\SC(=S)N(CC(=O)NCCCN3CCOCC3)C2=O)cc1	102	96	89	91	91	101	101	96
CCOC(=O)C1C(=O)N(C)C(=O)N1c1ccc(C)cc1 (stereo not drawn)	113	93	104	99	111	101	103	93
COc1cc(NC(C)CCCNC(=O)CCC(=O)NCCCNCCCCNCCCNC(=O)CCC(=O)NCCCC(C)Nc2cc(OC)cc3cccnc23)c2ncccc2c1 (stereo not drawn)	103[9 µM]	.	94[9 µM]	99[9 µM]	84[9 µM]	107[9 µM]	95[9 µM]	91[9 µM]
Cc1ccccc1OC(=O)c1ccc([N+](=O)[O-])cc1	105	83	98	103	102	94	102	104
CC(=O)N(C)c1ccc(N=Nc2ccc3ncccc3c2)cc1	114	116	82	98	93	99	124	107
CC1=CC2C(C3C=CC2(C)C(=O)C3(C)O)C(C)(O)C1=O (stereo not drawn)	111	.	.	98	64	94	99	118
CC(=O)COc1ccc(/C=C2\CCC/C(=C\c3ccc(OCC(C)=O)c(Br)c3)C2=O)cc1Br	103	78	109	98	101	100	102	98
CC(C)(C)OC(=O)N1CCc2c(sc3ncnc(N/N=C/c4ccccc4Br)c23)C1	63	85	54	42	73	78	82	72
CCN(CC)CCC(O)(c1ccc2c(c1)OCO2)c1cc(OC)c(OC)c(OC)c1 (stereo not drawn)	109	100	102	102	114	101	119	105
CCN(CC)CCN1c2ccncc2Sc2ccncc21	99	150	101	105	131	108	91	118
O=S(=O)(c1ccc(Br)cc1)n1ccc(-c2ccc(OCCCF)cc2)n1	.	91	79	94	71	103	93	95
COc1ccccc1NC(=O)n1c(=O)cc(C)c2ccc(O)cc21	113	113	100	110	110	112	95	106
O=c1ccn(-c2ncnc3nc[nH]c23)cc1	88	88	75	99	93	94	80	101
COc1ccc(NC(=O)n2c(=O)cc(C)c3ccc(O)cc32)cc1	106	107	90	104	97	101	111	95
CC1=CC(=O)C=C(C(C)C)/C1=C(\c1ccccc1C(=O)O)c1c(C)cc(OP(=O)(O)O)cc1C(C)C	91	.	65	81	86	105	81	87
O=C1NC(=O)C2(CCc3ccccc32)N1 (stereo not drawn)	114&99	94	90&98	97&111	108&103	79&108	95	102&110
Cc1cccc(C)c1NC(=O)Cn1c2ccc(Cl)cc2c2ccc([C@H](C)C(=O)O)cc21	103	82	88	82	29	82	92	77
Oc1cccc(-c2nnc(-c3cccc(O)c3)nn2)c1	84	88	57	73	80	98	103	94
O=[N+]([O-])c1ccc(NN=C(C2CC2)C2CC2)c([N+](=O)[O-])c1	111	101	91	102	119	112	94	108
Nc1ncn(C(=S)Nc2ccccc2)n1	113	114	106	99	121	100	116	118
COc1ccc2c(CSc3nc(Cl)c(C#N)c(-c4ccc(Cl)cc4)n3)cc(=O)oc2c1	103	113	.	100	109	99	130	89
COc1ccccc1Cn1cc2c(c1)-c1oncc1CC2	-29*	29	9.7*	56	49	35	4.5*	36
Nc1nn(C(=O)c2ccncc2)cc1-c1ccc(Cl)cc1	136	120	80	90	105	90	102	.
N#C/C(=C\c1ccc(-c2cccc(Cl)c2)o1)C(=O)Nc1ncc(Cc2ccc(Cl)cc2)s1	11	74	52	31	-46*	47	87	40
Brc1ccc(-c2nnc3ccc(N/N=C/c4ccccc4)nn23)cc1	107	102	96	105	102	106	91	97
CC(=O)C(CCc1ccccc1)(CCN(C)C)c1ccccc1 (stereo not drawn)	99	88	75	94	91	89	82	109
Nc1cccc(O)c1	118	99	123	102	108	100	107	98
O=c1cc(-c2ccc(Cl)cc2)[nH]c2ccccc12	82	75	74	86	92	92	76	102
COc1ccc(-n2c(N)c(-c3nc4ccccc4[nH]3)cc(C#N)c2=O)cc1	107	64	92	76	77	99	67	70
CCN(CC)C(=O)c1nn(C(C)=O)c2cc(F)c(F)cc12	102	68	92	104	101	105	101	94
